human PMI inhibitors = human PMI inhibitors, high substrate, primary screen, biochemical, fluorescence intensity, high mannose 6-phosphate (AID 1220); 190,000 tested, 0.66% active; recombinant PMI enzyme, coupled fluorescence intensity; higher % means a stronger effect; one-dose inhibition, % at 20 µM; IC50 in µM for titrated hits
Dynein transport = inhibitors of GR-EGFP nuclear translocation, primary screen, dynein cargo transport inhibitor project, imaging, high-content, 3617.4 mouse cells. AID 1381, 2008. test concentration mostly 20 µM; stimulated with dexamethasone, 1 µM; stronger effect = lower value. z-score, hits read low. 220,000 tested, 0.47% active;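 active = plate z-score of nuclear minus cytoplasmic receptor signal below a set negative limit, without overly bright fluorescence or cell loss, cut at about -3.5 in these data, passing the limit was not always enough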;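 also: z-score of nuclear minus cytoplasmic ring GR-EGFP intensity difference per well; some compounds called inactive have numbers as strong as hits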
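Schedule: 48 h induction, then 1 h compound, then 30 min agonist, 37 °C. Buffer or medium: tetracycline-free induction medium containing charcoal-stripped FBS. Reagent: 1.0 µM final dexamethasone stimulus. Evaluation: nuclear versus cytoplasmic GR-EGFP signal, averaged per well. Signal: high-content fluorescence imaging after fixation.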
Autophagy HCS = autophagy modulators in MEF cells, primary screen, imaging, high-content, MEF GFP-LC3 | MEF GFP-LC3 puncta imaging; test concentration mostly 10 µM | calls only at 10 µM (by protocol) | 190,000 tested, 0.98% active;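 active = percentage of spot-positive cells more than 3 SD above its plate mean, without a fluorescence outlier flag or 80% toxicity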;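 also: spot-positive cell cutoff set from DMSO-treated cells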
Yfh1-off respiration = enhancers of respiration in Yfh1-depleted yeast, dose response, Friedreich's ataxia, plus single-dose screen (AID 1465); 220,000 tested, 0.074% active; S. cerevisiae Yfh1-off respiration, WST-1 reduction, 72 h; higher fold induction means a stronger effect; fold induction at 50 µM, or EC50 in µM where a hit was titrated;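 active = fold induction of absorbance versus untreated yeast above a set limit, then at least 30% activation at any dose in follow-up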;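 also: activators that raise dye reduction in frataxin-depleted yeast; strong numbers were not always called active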
MT stabilize HCS = microtubule stabilizers in HeLa cells, primary screen, imaging, high-content imaging; HeLa tubulin immunostaining HCS, 24 h; share of cells brighter than vehicle mean+2SD; % tubulin-high responders, % at 10 µM; 200,000 tested, 0.83% active;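 active = plate Z-score above 3 for both tubulin-high and condensed-nucleus cell shares, with cell loss under 80%, at 10 µM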;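 also: anti alpha tubulin signal scored within the nucleus-defined area of each cell; some results filed as inactive read as strong as hits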
b-catenin transl = modulators of beta-catenin nuclear translocation, primary screen, imaging, HeLa cells, immunofluorescence, high-content. 190,000 tested, 0.3% active. AID 1665, 2009. nuclear translocation activity, % at 5 µM;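 active = nuclear translocation activity above 50% at 5 µM, with a well cell count of 50 or more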;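 also: per-cell ratio of nuclear to cytoplasmic median beta-catenin stain intensity; plate controls were DMSO negative control for no effect and GSK-3 inhibitor IX positive control for full effect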
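test system = HeLa cells, endogenous beta-catenin | dosing = single 5 µM dose plus 0.02–20 µM confirmation series | times = compound treatment 24 h, 37°C, 5% CO2 | technique = beta-catenin immunofluorescence imaging with DAPI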
Ins promoter up = insulin promoter activators in MIN6 cells, imaging, high-content screening, mouse beta cells | MIN6 insulin promoter-GFP reporter; stronger effect = higher value | AID 1625, 2009 | z-score at 5 µM | 190,000 tested, 0.3% active;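 active = z-score above 3 at 5 µM with at least 500 cells counted in the well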
PMI inhibitors = inhibitors of human PMI, primary screen, biochemical, fluorescence intensity, coupled assay (AID 1209) | Mannose-6-phosphate isomerase (Homo sapiens) | purified PMI enzyme, coupled fluorescence intensity; higher % means a stronger effect | inhibition, % at 20 µM; hits with a dose series show IC50 in µM | 190,000 tested, 0.42% active;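 also: plate controls were DMSO vehicle for no effect and wells lacking substrate for full effect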
WT yeast gro inh = growth inhibition of WT strain, primary screen, mitochondrial fusion inhibitor project, WT and mutant strains, chemical genetic. mitochondrial fusion phenotypic screen. inhibition, % at 10 µM. 190,000 tested, 2.1% active; in the data active = inhibition above about 58%; tested in S. cerevisiae
WT yeast gro inh mutant strain = recorded beside WT yeast gro inh, whose call it bears; inhibition, %; mitochondrial fusion phenotypic screen, mutant strain inhibition
Dynein transport cytoplasmic EGFP = second read-out of Dynein transport, no call of its own (marks repeat the call); z-score; measured here: cytoplasmic GR-EGFP intensity; stronger effect = higher value
Dynein transport nuclear GR-EGFP = second read-out of Dynein transport, no call of its own (marks repeat the call); z-score; measured here: nuclear GR-EGFP intensity;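 lower value marks the stronger effect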
Dynein transport cell count = second read-out of Dynein transport, no call of its own (marks repeat the call); z-score; measured here: cell count per field
Ins promoter up cell count = recorded beside Ins promoter up, whose call it bears; cell count; measured here: cytotoxicity, nuclei count;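 total cells summed across four imaged fields per well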
b-catenin transl cell count 5 µM = second read-out of b-catenin transl, no call of its own (marks repeat the call); cell count; measured here: cell count, cytotoxicity flag
MT stabilize HCS Hoechst-high % = second read-out of MT stabilize HCS, no call of its own (marks repeat the call); % Hoechst-high responders; measured here: nuclear condensation Hoechst responders;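 share of cells brighter than vehicle mean plus two SD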
MT stabilize HCS cytotoxicity % = second read-out of MT stabilize HCS, no call of its own (marks repeat the call); toxicity, %; measured here: cytotoxicity by cell density;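 0% = mean cell density of plate MIN control wells and 100% = no cells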
Autophagy HCS cell loss 18 h = second read-out of Autophagy HCS, no call of its own (marks repeat the call); toxicity, %; measured here: cell loss, nuclei count;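 cell loss after 18 h compound exposure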
* = called active by the depositor; i = inactive; . = not tested or not shown; + = active, no number. Rule as the data show it, unless noted: active = inhibition above about 50%; inactive = the rest.

canonical_smiles | human PMI inhibitors | Dynein transport | Dynein transport cytoplasmic EGFP | Dynein transport nuclear GR-EGFP | Dynein transport cell count | Autophagy HCS | Autophagy HCS cell loss 18 h | Yfh1-off respiration | MT stabilize HCS | MT stabilize HCS Hoechst-high % | MT stabilize HCS cytotoxicity % | b-catenin transl | b-catenin transl cell count 5 µM | Ins promoter up | Ins promoter up cell count | PMI inhibitors | WT yeast gro inh | WT yeast gro inh mutant strain
Cn1c(SCC(=O)NCCc2ccccc2)nnc1-c1ccco1 | -3% | 0.038 | -0.18 | -0.63 | -0.89 | i | 3 | i | 2.0 | 2.2 | 3.4 | -2.7 | 1392 | -0.23 | 1535 | -5% | -17 | 7
CN1CCN(CCCn2cnc3c(=O)oc4ccccc4c32)CC1 | 8% | 0.14 | -0.28 | 0.24 | -0.36 | i | -8 | i | 1.5 | 2.0 | 17 | . | . | 0.41 | 1261 | 14% | -23 | -8
Cc1cc(=O)oc2cc(NC(=O)c3cc4ccccc4o3)ccc12 | -10% | 0.053 | -0.088 | 0.74 | 1.2 | + | -4.6* | . | 1.7 | 1.1 | 6.6 | -3.4 | 1077 | . | . | 4% | -9 | -68
Cn1c(=O)[nH]c(=O)c2c1nc(NCc1ccccc1)n2CCCc1ccccc1 | 0% | -0.72 | 0.0067 | -0.44 | 0.64 | i | 0 | i | 2.1 | 1.5 | 1.4 | -4.7 | 1141 | -0.94 | 956 | -1% | -21 | 3
COC(=O)C1=C(CSc2nncn2C)NC(=O)NC1c1cc(C)ccc1C (stereo unspecified) | -50% | 0.8 | -0.26 | 0.55 | -0.42 | i | -1 | i | 2.2 | 2.2 | 3.1 | -1.8 | 1072 | 0.2 | 1835 | -26% | -3 | -5
CC(=O)c1ccc(S(=O)(=O)N(Cc2cc3cc4c(cc3[nH]c2=O)OCCO4)CC2CCCO2)cc1 (stereo unspecified) | 16% | 1.3 | -0.13 | 1.1 | -1.7 | i | 15 | i | 4.7 | 1.7 | 5.0 | 0.3 | 1144 | 0.32 | 1248 | 14% | -50 | -8
Nc1cc2c(cc1C(=O)c1ccc(Cl)cc1)OCCO2 | 18% | -0.28 | -0.074 | 0.17 | 0.33 | i | 2 | i | 1.4 | 1.0 | 6.8 | . | . | -0.17 | 776 | 15% | 18 | 15
C=CCSc1nc(-c2ccccc2)c(C#N)c(=O)[nH]1 | -9% | 0.47 | -0.21 | 0.44 | 1.3 | i | -5 | i | 2.4 | 1.2 | 6.3 | -7.7 | 1230 | 0.12 | 872 | 2% | -6 | 0
CC(C)Cc1cc(C(=O)N2CCC(N3CCC(C(=O)NC4CC4)CC3)CC2)n[nH]1 | -3% | -0.5 | -0.25 | -0.11 | 0.12 | i | 7 | i | 3.5 | 2.2 | 5.9 | 0.5 | 1630 | 0.1 | 1609 | -6% | -1 | 3
O=S(=O)([O-])CCC[n+]1c(SCCCS(=O)(=O)O)sc2ccc(Cl)cc21 | -8% | 0.12 | 0.014 | -0.045 | -0.56 | i | -25 | i | 3.9 | 3.3 | 7.1 | 0.1 | 948 | 0 | 1231 | 11% | -17 | -28
Cc1ccnc(NC(=O)C23CC4CC(CC(C4)C2)C3)c1 | 12% | 0.21 | -0.27 | 0.12 | 0.19 | i | 2 | i | 1.6 | 1.6 | 7.1 | . | . | -0.75 | 1333 | 14% | -2 | 3
CCN1CCN(C(=S)Nc2ccc3nc(N4CCN(CC)CC4)cc(C)c3c2)CC1 | 11% | -0.83 | -0.25 | -0.72 | 0.62 | i | 2 | i | 1.7 | 3.8 | 8.3 | -1.1 | 885 | -0.07 | 1299 | 14% | -3 | -10
CCn1nnnc1SCC(=O)Nc1ccc2c(c1)OCO2 | -3% | -0.77 | -0.25 | -0.61 | 1 | i | -6 | i | 3.1 | 2.0 | 2.5 | -1.6 | 1155 | 0.34 | 1173 | -2% | -14 | -4
Cc1cc(NC(=O)COC(=O)c2cc(S(=O)(=O)N3CCOCC3)ccc2N2CCCCC2)no1 | 1% | -0.42 | 0.059 | -0.19 | 0.42 | i | -4 | i | 2.1 | 2.4 | 11 | 1.7 | 1059 | . | . | 1% | -4 | 1
CC(=O)Nc1ccccc1NC(=O)c1ccc(C)c(C)c1 | 4% | 0.28 | 1.3 | 0.29 | -0.12 | i | 15 | i | 2.8 | 2.0 | 7.2 | -3.2 | 1081 | 0.1 | 1600 | 5% | 18 | 9
Cc1cnc(NC(=O)CN2CCN(c3ccccn3)CC2)s1 | -17% | -0.14 | -0.33 | -0.051 | 0.69 | i | 49 | . | 7.5 | 2.6 | 14 | 0.7 | 1306 | 3.1* | 1407* | -11% | -2 | 21
CCn1c(C)c(C2=CCN(S(=O)(=O)c3ccc(C)cc3)CC2)c2ccccc21 | 6% | 1.1 | -0.22 | 0.51 | -0.73 | i | 0 | i | 2.4 | 3.5 | 8.4 | 0.3 | 1108 | -0.08 | 1368 | -6% | 3 | -17
O=C(Nc1ccc2cn[nH]c2c1)c1c(Cl)cccc1Cl | 8% | -0.5 | 0.011 | -0.38 | -1.4 | i | 11 | i | 4.1 | 3.1 | 5.4 | 0.4 | 1061 | -1 | 1381 | 14% | 4 | 1
C=CCc1cc(/C=N/n2cnnc2)cc(OCC)c1O | 17% | -0.85 | -0.059 | -0.16 | 0.33 | i | -2 | i | 3.0 | 2.4 | 9.0 | -4.3 | 975 | 0.35 | 1361 | 14% | 21 | 8
O=C(Nc1cccnc1)C1COc2ccccc2O1 (stereo unspecified) | 4% | 1.3 | -0.093 | 0.21 | -2.5 | i | -6 | i | 2.3 | 1.5 | 2.4 | -1.8 | 1444 | 0.78 | 1453 | 12% | 15 | 14
CCCCC(=O)Nc1c(O)c2ccccc2[nH]c1=O | 5% | -0.85 | -0.14 | -0.25 | 0.85 | i | -7 | i | 2.0 | 2.7 | 7.3 | -1.4 | 1044 | 0.22 | 1473 | 11% | 12 | -2
Cc1cccc(CSc2nnc(-c3cnccn3)n2C)c1 | . | 1 | -0.15 | 0.4 | -2 | . | . | i | . | . | . | -1.2 | 1334 | -0.17 | 1147 | . | . | .
c1ccc(-n2ncc3c(N4CCN(CCOc5cccc6ccccc56)CC4)ncnc32)cc1 | 16% | -1.4 | 0.36 | -0.53 | 1.4 | i | -11 | i | 1.3 | 1.0 | 10 | . | . | -1.3 | 704 | 20% | 21 | 7
Cc1c(Cl)cccc1NC(=S)NCC(C)C | -6% | -0.22 | -0.11 | 0.93 | -1.4 | i | 16 | i | 2.8 | 2.9 | 2.7 | -2.5 | 611 | -0.31 | 1042 | -8% | 15 | -3
O=C1NC(=S)N/C1=C\c1cccc([N+](=O)[O-])c1 | 5% | -1.2 | 0.17 | -0.63 | 0.88 | i | 0 | i | 2.6 | 1.5 | 3.1 | . | . | 0.69 | 751 | 7% | 7 | 8

Some of the entries so far, with values under each structure:
Results follow in this order: human PMI inhibitors, Dynein transport, Dynein transport cytoplasmic EGFP, Dynein transport nuclear GR-EGFP, Dynein transport cell count, Autophagy HCS, Autophagy HCS cell loss 18 h, Yfh1-off respiration, MT stabilize HCS, MT stabilize HCS Hoechst-high %, MT stabilize HCS cytotoxicity %, b-catenin transl, b-catenin transl cell count 5 µM, Ins promoter up, Ins promoter up cell count, PMI inhibitors, WT yeast gro inh, WT yeast gro inh mutant strain
> C=CCSc1nc(-c2ccccc2)c(C#N)c(=O)[nH]1
    -9%, 0.47, -0.21, 0.44, 1.3, i, -5, i, 2.4, 1.2, 6.3, -7.7, 1230, 0.12, 872, 2%, -6, 0
> Cn1c(=O)[nH]c(=O)c2c1nc(NCc1ccccc1)n2CCCc1ccccc1
    0%, -0.72, 0.0067, -0.44, 0.64, i, 0, i, 2.1, 1.5, 1.4, -4.7, 1141, -0.94, 956, -1%, -21, 3

Continued:
smiles,human PMI inhibitors,Dynein transport,Dynein transport cytoplasmic EGFP,Dynein transport nuclear GR-EGFP,Dynein transport cell count,Autophagy HCS,Autophagy HCS cell loss 18 h,Yfh1-off respiration,MT stabilize HCS,MT stabilize HCS Hoechst-high %,MT stabilize HCS cytotoxicity %,b-catenin transl,b-catenin transl cell count 5 µM,Ins promoter up,Ins promoter up cell count,PMI inhibitors,WT yeast gro inh,WT yeast gro inh mutant strain
Cc1cc(C)nc(N2CCC(C(=O)NC3CCCc4ccccc43)CC2)n1 (stereo unspecified),-6%,-0.2,-0.23,0.098,0.1,i,14,i,1.4,1.4,7.1,-0.9,1079,0.22,935,-15%,-18,19
COC(=O)c1ccc(NC(=S)NCCc2cccc(C)c2)cc1,16%,0.33,-0.21,-0.038,0.66,i,-28,i,4.1,2.3,8.1,0.0,1031,0.44,1637,17%,26,-32
CCc1ccc(NC(=O)Cc2ccc(OC)cc2)cc1,12%,-0.18,-0.26,-0.11,1.4,i,1,i,4.7,2.4,18,-1.7,1002,0.51,1356,7%,-2,-19
Cc1cc(C)nc(NS(=O)(=O)c2ccc(NC(=O)CN3C(=O)c4ccccc4C3=O)cc2)n1,4%,-0.69,0.021,-0.38,0.36,i,0,.,2.2,1.4,8.5,-7.1,1203,-0.42,792,6%,6,-11
COc1cc(/C=C/C(=O)OCC(=O)NCc2cccs2)ccc1OCC#N,-5%,-0.81,-0.24,-0.48,1.2,i,-3,i,2.8,2.8,7.6,0.4,905,0.59,1046,11%,-3,9
CCOc1ccc(-c2nnc(SCC(=O)N3CCN(c4ccccc4)CC3)o2)cc1,5%,0.8,-0.22,0.52,-0.048,i,-7,i,6.7,2.3,3.9,-0.9,1120,.,.,-1%,-7,-10
COc1ccccc1CCC(=O)Nc1ccc(C)cc1Cl,6%,1.2,-0.34,0.11,-1.5,i,-1,i,2.9,3.8,6.1,.,.,-0.21,1364,0%,-15,-8

An unsorted share of the library; overall some 5% were active at least once.
